TRb-SRC2 inh – TRbeta-SRC2 interaction inhibition; P10828; Potency, µM (series often up to 106 µM), for inactives: at the top dose activity change, negative = inhibition, actives largely listed as inhibitors; hit rate 0.065% among 280,000; AID 1469; TRbeta-SRC2 peptide binding, fluorescence polarization; receptor liganded with 1 µM T3;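 note: plate controls were bound peptide for no effect and peptide without receptor for full effect; nearly all actives have a fitted effect of over 50% in size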
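Human TRb LBD (0.6 uM) plus Texas Red-labeled SRC2 peptide (20 nM), 1uM T3, 5% DMSO, 5 hr at ambient temperature. Decreased polarization (555/632 nm) flags inhibition; data normalized to free and bound peptide controls.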
RECQ1 inh – blocks DNA unwinding by human RECQ1 | RECQ1 DNA unwinding, red fluorescence kinetic read | Potency, µM (doses to about 57.3 µM), inactives show at the top dose activity, negative = inhibition, most hits filed as inhibitors | hit rate 0.54% among 240,000;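 note: plate controls were vehicle for no effect and no enzyme for full effect; nearly all actives have a fitted effect of over 30% in size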
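50 nM RECQ1T1 preincubated 15 min with compound in Tris pH 8.0 buffer with MgCl2, DTT, Tween-20 and 2.5 ug/ml poly(dI-dC); started with 200 nM TAMRA/BHQ-2 forked duplex and 2 mM ATP. Unwinding read as fluorescence (525/598 nm), two reads 2 h apart.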
L3MBTL1 block – inhibitors of human L3MBTL1 | Q9Y468 | AlphaScreen L3MBTL1–H3K9me1 peptide binding | Potency, µM (doses to about 57.1 µM), for inactives: top-dose activity, negative = inhibition, hits mostly inhibitors | hit rate 0.66% among 230,000; note: nearly all actives have a fitted effect of over 60% in size
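L3MBTL1 50 nM + b-AHA-H3(1-15)K9me1 75 nM, 30 min RT; compound added, 30 min RT; streptavidin donor/Ni-chelate acceptor beads 10 ug/mL each final, 30 min RT dark; AlphaScreen read.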
TexasRed fluor – counter-screen for TRb-SRC2 inhibitors: fluorescence interference | TRb/SRC2 Texas Red total fluorescence interference | Potency, µM (highest dose often 106 µM), for inactives: at the top dose fluorescence change, negative = quenching | hit rate 0.29% among 280,000 | AID 1479; active = well fitted curve in either direction with a large enough effect; inconclusive = small, poorly fitted or top-dose-only effect
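Flags fluorescent or light-absorbing compounds by total fluorescence, S + 2P, at 555 nm excitation and 632 nm emission. Mixture: 20 nM Texas Red SRC2 peptide, 0.6 uM human TRb LBD, 1 uM T3, 5% DMSO; compound exposure 5 h at ambient temperature.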
Tau FP inhib – blocks human tau fibril formation measured by polarization; P10636; K18 P301L tau heparin fibrillization, Alexa594 FP, 6 h; Potency, µM (series often up to 57.7 µM), for inactives: at the top dose activity, negative = inhibition, hits mostly inhibitors; hit rate 0.39% among 280,000; AID 1468; note: nearly all actives have a fitted effect of over 55% in size
Target sequence (P10636 561-689 P618L limits assumed): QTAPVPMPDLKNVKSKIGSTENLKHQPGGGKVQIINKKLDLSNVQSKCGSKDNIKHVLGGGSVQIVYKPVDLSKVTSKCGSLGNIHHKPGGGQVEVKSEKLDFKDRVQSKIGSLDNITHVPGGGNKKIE
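Read-out: fluorescence polarization of Alexa 594-labeled tau (0.24 uM), 555 nm excitation, 632 nm emission. Mixtures held 15 uM unlabeled K18 P301L, compound and 20 uM heparin, pH 7 acetate buffer, incubated 6 hr at 37 C.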
JMJD2E inh – inhibitors of human JMJD2E histone demethylase. AID 2147. Potency, µM (doses to about 57.1 µM), for inactives: at the highest dose activity change, negative = inhibition, hits mostly inhibitors. hit rate 1.6% among 230,000. JMJD2E catalytic domain, FDH-coupled NADH fluorescence (FDH is formaldehyde dehydrogenase). B2RXH2; active = well fitted inhibition curve with a large enough effect, not every such curve was filed as active; inconclusive = small, poorly fitted or top-dose-only effect, or another doubt; inactive = no such curve, though single readings can be large or run the other way;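 note: 0% = wells with enzyme and -100% = buffer wells without enzyme; nearly all actives have a fitted effect of over 50% in size; many of its hits are not listed in these tables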
Target sequence (B2RXH2 1-337 limits assumed): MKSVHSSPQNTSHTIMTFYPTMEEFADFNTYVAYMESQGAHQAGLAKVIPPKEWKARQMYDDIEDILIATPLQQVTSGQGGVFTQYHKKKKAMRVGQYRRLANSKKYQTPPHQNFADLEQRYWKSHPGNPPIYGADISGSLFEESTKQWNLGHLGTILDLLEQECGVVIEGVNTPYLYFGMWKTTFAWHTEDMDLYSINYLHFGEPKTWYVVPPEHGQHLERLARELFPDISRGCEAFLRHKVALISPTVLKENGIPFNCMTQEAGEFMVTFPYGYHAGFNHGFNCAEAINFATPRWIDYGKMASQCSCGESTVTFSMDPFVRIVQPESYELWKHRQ
RGS12 GoLoco inh – inhibitors of human Gai1-RGS12 GoLoco interaction (red fluorophore). P63096. Gai1:RGS12 GoLoco peptide FP, rhodamine, 10 min. Potency, µM (doses to about 61.6 µM), without a hit: at the highest dose activity, negative = inhibition, actives largely listed as inhibitors. hit rate 0.44% among 230,000. AID 880; active = well fitted inhibition curve with a large enough effect, not every such curve was filed as active; inactive = no such curve, though single readings can be large or run the other way; note: nearly all actives have a fitted effect of over 30% in size; many of its hits are not listed in these tables
Target sequence (P63096 whole entry, looked up): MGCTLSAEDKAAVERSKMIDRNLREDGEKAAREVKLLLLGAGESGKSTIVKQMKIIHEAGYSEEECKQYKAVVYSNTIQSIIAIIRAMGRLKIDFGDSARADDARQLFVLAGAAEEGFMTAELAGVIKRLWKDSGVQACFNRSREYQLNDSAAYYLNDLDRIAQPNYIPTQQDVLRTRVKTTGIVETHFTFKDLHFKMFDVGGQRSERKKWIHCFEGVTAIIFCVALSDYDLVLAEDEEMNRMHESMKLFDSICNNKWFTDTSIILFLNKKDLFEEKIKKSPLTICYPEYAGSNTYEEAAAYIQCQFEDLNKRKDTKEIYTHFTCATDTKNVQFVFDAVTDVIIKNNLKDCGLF
Tau ThT inhib – inhibitors of human tau fibril formation, thioflavin T binding | recombinant tau K18 P301L (four-repeat tau fragment), heparin-induced fibrillization, ThT fluorescence | Potency, µM (top dose mostly 57.4 µM), for the others: at the highest dose activity, negative = inhibition, hits mostly inhibitors | hit rate 2.1% among 270,000 | AID 1460; note: nearly all actives have a fitted effect of over 55% in size
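K18 P301L tau (15 uM + 0.24 uM Alexa 594-tagged), heparin 20 uM, NaOAc pH 7, 6 h 37 C; ThT 30 uM, 1 h RT, ex 450/em 510 nm.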
* = called active by the depositor; i = inactive; ? = inconclusive; / = no result given; ! = a repeat was not active; [ ] = dose if it differs, or a comment. Unless noted, calls come from the whole dose curve; as a rule, active = well fitted curve in the direction sought with a large enough effect; inconclusive = small, poorly fitted or top-dose-only effect, or another doubt; inactive = no such curve, though single readings can be large; an effect the other way counts as inactive or inconclusive. Unless noted, % is set by controls: 0 for no effect and ±100 for the full control effect; potency is the fitted concentration of half-maximal effect. Not all compounds are listed (hit frequency here may not be typical).

SMILES	TRb-SRC2 inh	RECQ1 inh	L3MBTL1 block	TexasRed fluor	Tau FP inhib	JMJD2E inh	RGS12 GoLoco inh	Tau ThT inhib
CCOc1ccc(S(=O)(=O)N(C)CCO)cc1-c1nc2c(C(C)(C)C)nn(C)c2c(=O)[nH]1	-8%	-3%	-5%	-1%	6%	0%	/	-17%
CCOC(=O)CSc1nc2ccccc2c(=O)n1C1CCCC1	12%	i	26%[11.4 µM]	1%	1%	-9%	14%	-15%
Cc1cccc(NC(=O)c2ccc(S(=O)(=O)C(F)F)cc2)c1C	-7%	17%	6%	-1%	5%	7%	-17%	-4%
CC1(C)NC(=O)N(CCCCOc2ccc3ccccc3c2Cl)C1=O	-24%	i	/	2%	-2%	-25%	4%	-8%
COc1ccc(NC(=S)N/N=C2\CC(C)(C)Oc3ccc(O)cc32)cc1	0%	i	-16%	-1%	-4%	?	7%	?
CN(CC(=O)NCc1ccc(Cl)cc1)S(=O)(=O)c1cccc2nsnc12	-10%	-12%	2%	-1%	1%	-1%	8%	-6%
COc1ccc(CCNC(=O)CCCCn2c(=O)c3ccccc3n(CC(=O)Nc3ccc(C)cc3C)c2=O)cc1OC	2%	/	/	5%	-9%	/	/	3%
CCCCn1c(=O)n(CC(=O)Nc2c(CC)cccc2CC)c(=O)c2c1nc(CO)n2CCC	-19%	-15%	-2%	-2%	2%	-7%	/	-2%
Cn1c(=O)c2c(ncn2CC(=O)N/N=C/c2ccco2)n(C)c1=O	1%	i	0%	0%	6%	1%	4%	-7%
S=C(NCc1ccccn1)Nc1ccc(Cl)c(Cl)c1	-21%	i	4%	0%	-7%	4%	-6%	1%
CNc1ccc(Br)cc(C(=O)/C=C/c2ccc(OC)cc2OC)c1=O	3%	-15%	?	-4%	?	?	88%[activator]	11µM*
C[C@H]1CS(=O)(=O)CCN1/N=C\c1ccc([N+](=O)[O-])o1	0%[53 µM]	-1%[25.9 µM]	/	1%[53 µM]	/	4%[25.5 µM]	0%[21.6 µM]	/
Cc1ccc(NC(=O)C2=C(O)c3ccccc3N(C)S2(=O)=O)cc1	-13%	-5%	7%	-3%	8%	-2%	4%	-3%
Cc1cc(C)n(-c2nnc3c4ccccc4n(C)c3n2)n1	-5%	i	28µM*	-6%	2%	-5%	3%	?
COC(=O)c1ccc(-c2ccc(F)cc2)nc1C	-3%	-14%	3%	-4%	0%	-7%	2%	-7%
COc1ccc(C(=O)C(c2ccccc2)N2CCOCC2)cc1 (stereo unspecified)	-4%	i	46%[activator]	-6%	6%	-7%	-5%	4%
CC(=O)NCCC(=O)N1CCc2c([nH]c3ccccc23)C1c1cccc(C)c1 (stereo unspecified)	-2%	i	-12%	0%	1%	-1%	11%	-10%
COc1ccc(-c2cc(C(=O)OC(C)C(=O)c3ccccc3)c3cccc(Cl)c3n2)cc1 (stereo unspecified)	5%	/	/	-2%	?	/	/	9%
COC(=O)c1ccccc1NC(=O)CSc1nnc2cc(C)c3cc(C)cc(C)c3n12	-5%	/	/	-19%	9%	/	/	-7%
N[C@@H]1C(O)OC(CO)C(O)C1O (stereo partly specified)	-1%	i	/	0%	-4%	0%	6%	-6%
CCN(CC)C(=O)Nc1cnc2ccccc2c1	3%	-13%	12%	1%	3%	-17%	3%	-11%
Nc1ccc(-c2nc3ccc(N)cc3s2)cc1	5%	-11%	/	-12%	1%	?	-3%	11µM*
C[C@@H](C(=O)OCn1nnc2ccccc2c1=O)N1C(=O)C2CCCCC2C1=O (stereo partly specified)	13%	-10%	/	0%	2%	3%	6%	-5%
CCN(C(=O)c1c(OC)cccc1OC)c1nnc(-c2cccnc2)s1	-6%	-3%	5%	-5%	2%	8%	4%	2%
COc1ccc(CNS(=O)(=O)c2ccc(N3CCCCS3(=O)=O)cc2)cc1	3%	/	/	-3%	-2%	/	/	9%
O=C(CSCc1ccccc1Cl)Nc1c[nH]c(=O)[nH]c1=O	1%	3%	-2%	0%	0%	6%	-9%	7%
Cc1ccc(/C=C/C(=O)NC(=S)Nc2ccccc2C(=O)NC2CCCCC2)cc1	-5%	-5%	0%	-4%	1%	0%	1%	?
CC(NC(=O)c1ccccc1)C(=O)OCC(=O)N1c2ccccc2Sc2ccccc21 (stereo unspecified)	-3%	-4%	-6%	-1%	2%	-3%	1%	-17%
COCCCNCCOc1ccc(C(C)(C)c2ccccc2)cc1	-5%	i	9%	3%	4%	?	-12%	-4%
CC(=O)Nc1ccc(NS(=O)(=O)c2cc(-c3n[nH]c(=O)c4ccccc34)ccc2C)cc1	2%	0%	-10%	1%	1%	5%	10%	-5%
CCOC(=O)Cc1csc(NS(=O)(=O)c2ccccc2)n1	-2%	-1%	6%	2%	5%	-9%	11%	-11%
COc1c2ccoc2nc2c(OC)c(O)ccc12	0%	-19%	-7%	-4%	5%	?	2%	-12%
O=C(CN1c2ccccc2S(=O)(=O)c2ccccc21)Nc1cccc(C(F)(F)F)c1	0%	/	/	-2%	?	/	/	8%
CC(=O)N1CCOc2cc(S(=O)(=O)NCc3ccccc3Cl)c(C)cc21	7%	/	/	-25%	-3%	/	/	10%
Cc1ccc(C(NC(=O)N2CCOCC2)C(Cl)(Cl)Cl)cc1F (stereo unspecified)	-1%	i	-1%	2%	5%	0%	2%	4%
O=C1C(SCCO)=C(SCCO)C(=O)c2ccccc21	?	?	?	14µM*![quencher]	2.5µM*	?	3.5µM*!	14µM*
COc1cccc(-c2nnc3n2N=C(C(C)(C)C)CS3)c1	-5%	-10%	0%	0%	4%	11%	11%	1%
COC(=O)c1c(C)n(-c2ccc(C)cc2)c2ccc(O)cc12	-7%	-4%	/	-2%	-4%	?	3%	?
O=C(O)COc1ccccc1/C=N/NC(=O)CSc1nc2ccccc2n1Cc1ccc(Cl)cc1	-2%	?	/	-4%	-1%	-14%	0%	/
CCCCn1c(=N)n(CC(O)COc2ccccc2)c2ccccc21 (stereo unspecified)	-5%	-2%	-8%	2%	-2%	1%	3%	-2%
Cc1ccccc1C(=O)NNC(=O)CSc1nc2ccccc2c(=O)[nH]1	11%	0%	0%	1%	-9%	3%	1%	-9%
COc1ccc(/C=N/Nc2ccccc2)cc1Cn1nc(C)c([N+](=O)[O-])c1C	0%	-9%	/	-2%	?	7%	83%	?
O=C(Nc1ccc2ccccc2c1)C(=O)C1C(=O)Nc2ccccc21 (stereo unspecified)	-6%	i	7%	-2%	3%	8.9µM*	9%	4µM*
COCCNC(=O)c1nn(-c2ccc(C)cc2)c(=O)n(C)c1=O	0%	/	/	?	-7%	/	/	1%
CCC1CCCCN1CCCNC(=O)c1c(O)nc2cc(C)ccn2c1=O (stereo unspecified)	-8%	/	/	5%	-12%	/	/	-18%

5 compounds picked at random from those above, as already listed:
SMILES	TRb-SRC2 inh	RECQ1 inh	L3MBTL1 block	TexasRed fluor	Tau FP inhib	JMJD2E inh	RGS12 GoLoco inh	Tau ThT inhib
COC(=O)c1c(C)n(-c2ccc(C)cc2)c2ccc(O)cc12	-7%	-4%	/	-2%	-4%	?	3%	?
O=C(CN1c2ccccc2S(=O)(=O)c2ccccc21)Nc1cccc(C(F)(F)F)c1	0%	/	/	-2%	?	/	/	8%
O=C(Nc1ccc2ccccc2c1)C(=O)C1C(=O)Nc2ccccc21 (stereo unspecified)	-6%	i	7%	-2%	3%	8.9µM*	9%	4µM*
O=C1C(SCCO)=C(SCCO)C(=O)c2ccccc21	?	?	?	14µM*![quencher]	2.5µM*	?	3.5µM*!	14µM*
CC(=O)N1CCOc2cc(S(=O)(=O)NCc3ccccc3Cl)c(C)cc21	7%	/	/	-25%	-3%	/	/	10%

(next part)
SMILES	TRb-SRC2 inh	RECQ1 inh	L3MBTL1 block	TexasRed fluor	Tau FP inhib	JMJD2E inh	RGS12 GoLoco inh	Tau ThT inhib
Cc1cccc(-n2c(SCC(N)=O)nc3c(oc4ccccc43)c2=O)c1	-2%	/	/	3%	-4%	/	/	-2%
O=C(Nn1cnnc1)C1Cc2ccccc2CN1S(=O)(=O)c1ccc(F)cc1 (stereo unspecified)	-23%	6%	-3%	-1%	1%	3%	1%	4%
Cc1ccnc(NS(=O)(=O)c2ccc(NC(=O)C34CC5CC(C)(CC(C)(C5)C3)C4)cc2)n1	-4%	14%	/	2%	6%	4%	-7%	-12%
CN=c1scc(-c2ccccc2F)n1/N=C/c1ccc(O)c(O)c1O	-4%	7.9µM*	3.5µM*	-23%	?	10µM*	42%[activator]	14µM*
O=C(O)Cc1c(-c2ccccc2)c2cc(Br)ccc2[nH]c1=O	0%	-9%	-2%	-2%	5%	-2%	1%	-9%
CN(Cc1ccco1)c1cc(-c2ccccc2Cl)ncn1	-1%	-3%	/	1%	?	-26%	6%	?
CCOC(=O)N1CCC(N(CCCOC)C(=O)Nc2cccc(OC)c2)CC1	7%	-3%	-5%	0%	-2%	3%	3%	-9%
CCc1ccc(Nc2nnc(SCC(=O)N(C)CC(=O)Nc3ccccc3CC)s2)cc1	-6%	i	18%	-9%	-4%	-2%	-15%	4%
COc1ccc(C(F)(F)F)cc1N/C=C\c1nnnn1-c1ccccc1	0%	2%	4%	-3%	-16%	?	7%	-15%
CCOC(=O)N1CCN(C(=O)C2CCN(Cc3nc(-c4ccccc4C)oc3C)CC2)CC1	-3%	-15%	/	-1%	5%	-8%	-4%	-21%
O=C(CCN1CCCCC1)NCC1OCCc2ccccc21 (stereo unspecified)	10%	i	/	0%	-2%	2%	10%	2%
COc1ccc(OC)c(-n2c(SC)nnc2-c2c[nH]c3ccccc23)c1	-1%	-10%	/	-3%	-1%	-3%	-3%	-19%
CC(NC(=O)OCc1ccccc1)C(=O)NCC(=O)NC(Cc1ccc(OC(C)(C)C)cc1)C(=O)OC(C)(C)C (stereo unspecified)	6%	-2%	5%	0%	3%	2%	-1%	-6%

Compound activity: PubChem, National Center for Advancing Translational Sciences (NCATS)
